# Assay outcomes: PubChem BioAssay, Broad Institute
# RAD52 inh: RAD52 (human) annealing inhibition; inhibition, % at 18.7 µM; recombinant RAD52 DNA annealing, FRET fluorescence; 0.46% of 360,000 active;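 active means every replicate showing at least 50% inhibition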
# Target sequence (P43351 whole entry, looked up): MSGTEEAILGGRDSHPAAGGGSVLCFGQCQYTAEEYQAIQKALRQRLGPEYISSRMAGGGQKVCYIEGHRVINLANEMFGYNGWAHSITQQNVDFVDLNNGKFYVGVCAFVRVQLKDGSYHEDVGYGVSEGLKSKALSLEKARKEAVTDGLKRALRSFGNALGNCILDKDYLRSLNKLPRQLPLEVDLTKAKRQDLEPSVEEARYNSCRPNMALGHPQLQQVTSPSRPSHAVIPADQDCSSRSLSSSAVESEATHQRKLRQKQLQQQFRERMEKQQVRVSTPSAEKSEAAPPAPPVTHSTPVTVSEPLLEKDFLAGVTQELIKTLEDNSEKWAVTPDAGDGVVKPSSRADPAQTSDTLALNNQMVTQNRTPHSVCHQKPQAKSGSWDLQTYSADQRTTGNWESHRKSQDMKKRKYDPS
# PGC1a acetyl inh: PGC1a acetylation modulation, inhibitor mode | U2OS PGC1a acetylation, AlphaScreen anti-acetyl-lysine; with virally co-expressed GCN5 acetyltransferase | 0.17% of 350,000 active | inhibition, % at 15.6 µM;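 active means every replicate shows inhibition of at least 40%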;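 further: 0% = neutral control wells and 100% = positive control wells; some results beyond the cut were filed as inactive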
# ERAP1 HTS inh: inhibitors of human ERAP1 aminopeptidase | Q9NZ08 | recombinant ERAP1, Leu-AMC fluorescence, 60 min | inhibition, % at 10.7 µM | 0.15% of 340,000 active | AID 652197;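 active means mean replicate inhibition of at least 30%, or all replicates individually reaching that 30% level; inactive means mean below 30% and not every replicate reaching it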;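 further: 0% = neutral control wells and 100% = L-leucinethiol positive control wells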
# RAD54 inh: blocks human RAD54 Holliday junction branch migration. Q92698. FAM/BHQ fluorescence. inhibition, % at 10.4 µM. 0.14% of 360,000 active. AID 602329;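 active means mean normalized replicate activity at least 40 and at least half of replicates scoring 40 or more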;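 further: 0% = median of neutral control wells and 100% = median of positive control wells; inhibitors cause a drop in the FAM fluorescence signal; in these data hits start at about 50%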
# PglD inh: PglD (C. jejuni) enzyme inhibition; 0.098% of 360,000 active; purified PglD enzyme, DTNB colorimetric CoA detection; inhibition, % at 12.5 µM; in the data active means inhibition above about 16%, passing the limit was not always enough; further: strong numbers were not always called active
# E-selectin induc: induces E-selectin expression in human endothelial cells. P16581. HUVEC E-selectin immunofluorescence imaging; normalized: neutral wells 0, TNF-alpha wells 100. activation, % at 7.58 µM. 0.37% of 260,000 active;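 active means mean E-selectin-positive cell signal at least 10% of the positive control, reached in at least 60% of replicates, without over 20% cell loss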;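 further: in these data hits start at about 27%; measured in HUVEC primary endothelial cells; signal is the percent of cells scored E-selectin positive by PE staining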
# Target sequence (P16581 whole entry, looked up): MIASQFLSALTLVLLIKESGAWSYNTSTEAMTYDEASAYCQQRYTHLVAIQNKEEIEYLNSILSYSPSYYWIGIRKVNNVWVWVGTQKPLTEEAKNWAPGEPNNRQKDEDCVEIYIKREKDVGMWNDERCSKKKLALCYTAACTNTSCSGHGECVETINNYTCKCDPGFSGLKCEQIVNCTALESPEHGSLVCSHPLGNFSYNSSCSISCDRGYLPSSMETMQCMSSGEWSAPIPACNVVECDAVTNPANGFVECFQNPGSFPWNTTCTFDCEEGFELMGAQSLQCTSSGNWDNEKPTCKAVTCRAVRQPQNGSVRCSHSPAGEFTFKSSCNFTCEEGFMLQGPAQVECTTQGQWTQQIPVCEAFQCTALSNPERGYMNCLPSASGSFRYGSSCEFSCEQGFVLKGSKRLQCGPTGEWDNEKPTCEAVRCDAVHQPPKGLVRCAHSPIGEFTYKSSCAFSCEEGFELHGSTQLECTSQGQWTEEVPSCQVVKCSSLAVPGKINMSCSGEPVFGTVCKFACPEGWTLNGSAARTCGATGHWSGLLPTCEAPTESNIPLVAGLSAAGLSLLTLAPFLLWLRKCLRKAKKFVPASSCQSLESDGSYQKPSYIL
#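 Read-out: % PE-positive cells | Test system: HUVEC | Doses: One compound dose added by pin transfer | Buffer or medium: EGM-2 over gelatin coat | Signal: Immunofluorescence imaging | Benchmarks: TNF-alpha, DMSO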
# Cneo AK release: Cryptococcus neoformans lysis via adenylate kinase release. C. neoformans lysis, adenylate kinase release luminescence, 4 h; normalised: neutral wells 0, clomiphene wells 100. AID 651654. lysis activity, % at 15 µM. 0.2% of 360,000 active;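 active means mean lysis activity across replicates of at least 80%, whatever share of replicates individually reach that level; inactive means mean lysis activity below 80%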
#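 Material – log-phase Cryptococcus neoformans yeast cells · Input – 5 × 10^6 yeast cells/mL · Medium – fresh YPD growth medium · Doses – single compound concentration per well · Timing – static 4 h at 37 °C with compound, 1 h detection · Detection – adenylate kinase release luminescence · Read-out – signal increase indicating cell lysis · Control set – Clomiphene as positive lysis control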
# miR-122 sensor: blocks miR-122 activity in Huh7 sensor cells; Huh7 miR-122 Renilla luciferase sensor, 48 h; neutral wells = 0, positive control = 100; activation (reporter increase), % at 12.5 µM; 0.3% of 340,000 active; AID 602342;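 active means mean replicate activation score at least 90 and every replicate individually at or above 90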;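 further: higher luciferase means less miR-122 activity so hits act as miR-122 inhibitors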
# An asterisk follows results filed as active; i = inactive; nt = no result given; & = joins results of further samples; [ ] = dose if it differs, or a comment.
SMILES,RAD52 inh,PGC1a acetyl inh,ERAP1 HTS inh,RAD54 inh,PglD inh,E-selectin induc,Cneo AK release,miR-122 sensor
COc1ccc(CN(C)C[C@@H]2Oc3c(NS(=O)(=O)c4ccccc4)cccc3C(=O)N([C@@H](C)CO)C[C@@H]2C)cc1,5,10,1,-11,-3,0.1,-2,8[16.7 µM]
COc1cccc(CN(C)C(=O)CC[C@H]2O[C@@H](n3cnc4c(NC(=O)c5ccccc5)ncnc43)[C@H](O)[C@@H]2O)c1,-10,3,-2,10,-3,-0.5,1,7
CO[C@H]1CN(C)C(=O)c2ccc(NC(=O)C3CCOCC3)cc2OC[C@@H](C)N(C(C)=O)C[C@H]1C,-4,-4,0,-5,-4,-0.2,-1,nt
O=C(NCCSc1ccccc1)c1ccccc1F,-5,-2,-2,-1,-4,0.0,-1,14
O=S(=O)(NCc1cccs1)c1ccc(Br)cc1,-4,nt,2,4,-1,nt,-2,nt
O=C(C[C@@H]1C[C@@H]2c3cc(NS(=O)(=O)c4ccc(F)cc4)ccc3O[C@@H]2[C@H](CO)O1)NC1CCCC1,-3,0,-1,5,-3,0.0,1,2[16.7 µM]
CC1=C(C(=O)OCC2CCCO2)C(c2ccc(C)cc2)C2=C(CCCC2=O)N1 (stereo not given),-4,-7,2,nt,nt,-0.4,nt,nt
COC(=O)c1ccccc1NC(=S)NC(=O)COc1ccc(C(C)C)cc1,-12,-4,-1,-1,7,1.2,9,-1
CC(C)c1ccc(NC(=O)c2ccc(NS(C)(=O)=O)cc2)cc1,-1,0,-2,-11,-10,0.5,0,10
O=C1c2ccccc2-c2nccnc21,nt,nt,nt,-1,-2,nt,1,7
COc1ccc(C(=O)NCCCNC(=O)c2cccnc2)cc1OC,-15,nt,-1,0,-9,-0.1,4,nt
C[C@H](CO)N1C[C@H](C)[C@H](CN(C)Cc2ccc(C(=O)O)cc2)OCCCC[C@H](C)Oc2ccc(NC(=O)Nc3cccc4ccccc34)cc2C1=O,-11,-11,-5,0,10,0.3,60,17[16.7 µM]
COC(=O)c1ccc(C(C(=O)NCc2ccccc2)N(Cc2cccs2)C(=O)c2cnccn2)cc1 (stereo not given),nt,0,nt,-17,1,nt,-1,9
COc1ccc2c3c([nH]c2c1)[C@H](CO)NCC31CN(C(=O)Nc2ccc3c(c2)OCO3)C1,3,2,0,nt,nt,0.2,nt,nt
Cc1ccccc1NC(=O)CCc1c(C)nn(-c2ccc(N3CCCCC3)nn2)c1C,-2,-4,-1,5,-7,-0.1,-1,-7
COc1ccccc1NC(=O)c1ccc(-c2nn(C)c(=O)c3ccccc23)cc1,-3,1,-1,nt,nt,1.9,nt,0
CN(C)C(=O)C[C@@H]1CC[C@@H]2[C@H](COC[C@H](O)CN2CC2CCCC2)O1,3,-4,-1,5,8,0.0,-3,-6[16.7 µM]
CN(C)CC(=O)N[C@H]1CC[C@@H](CCNC(=O)C2CC2)O[C@H]1CO,-8,9,2,nt,nt,-0.4,nt,nt
COc1ccc(CN2CCN(C(=O)CCC(=O)Nc3nnc(C4CCCCC4)s3)CC2)cc1F,-35,-3,-1,-11,-2,nt,0,-5
Cc1cnc(CN(C)C(=O)C2CCC(=O)N(CCc3ccccc3)C2)[nH]1 (stereo not given),-3,1,-1,-5,1,nt,4,2
COc1ccc(NC(=O)c2cc3ccc(O)cc3o/c2=N\O)cc1,-13,nt,1,11,9,0.9,-1,nt
O=C(O)c1nnn(-c2ccc([N+](=O)[O-])cc2)c1-c1ccccc1,2,2,5,nt,nt,-0.1,nt,2
O=C1CSCN1c1ccccc1,8,6,-2,nt,nt,nt,-2,nt
CC1(C)CCN2CCC(C)(C)c3c(O)ccc1c32,i,nt,-2,-274,8,nt,-1,nt
NC(=O)c1cc([N+](=O)[O-])ccc1NCC1CCCCC1,2,-11,-1,-10,-2,-0.1,1,-10
COc1ccc(NC(=O)C(=O)NCCN2CCN(C(=O)c3ccc(C(C)(C)C)cc3)CC2)cc1,-15,5,8,-9,-4,3.1,0,-3
O=C(Cn1c(=O)sc2ccccc21)OC(CCl)CCl,nt,-3,nt,-5,0,nt,-3,-1
COc1ccc(-c2cn3cccc(C)c3n2)cc1Br,nt,0,nt,-1,-3,nt,-7,-4
COc1cccc(S(=O)(=O)NCc2ccc(C(=O)N3CCN(c4ccccc4)CC3)cc2)c1,-13,nt,-3,-26,0,0.1,6,nt
COC(=O)c1ccc(/C=C/C(=O)OCC(=O)Nc2sccc2C(N)=O)cc1,nt,-3,nt,-20,3,nt,-1,4

# Only E-selectin induc, PGC1a acetyl inh and Cneo AK release (3 entries from above):
smiles	E-selectin induc	PGC1a acetyl inh	Cneo AK release
O=C1CSCN1c1ccccc1	nt	6	-2
CN(C)CC(=O)N[C@H]1CC[C@@H](CCNC(=O)C2CC2)O[C@H]1CO	-0.4	9	nt
COc1ccccc1NC(=O)c1ccc(-c2nn(C)c(=O)c3ccccc23)cc1	1.9	1	nt

# Following part
SMILES,RAD52 inh,PGC1a acetyl inh,ERAP1 HTS inh,RAD54 inh,PglD inh,E-selectin induc,Cneo AK release,miR-122 sensor
C[C@@H]1CN([C@@H](C)CO)C(=O)c2cc(C#CC3CC3)cnc2O[C@H]1CN(C)C(=O)CC1CC1,1,-4,-1,3,-4,-0.1,-5,-4[16.7 µM]
COc1ccc(OC)c(-c2nc(CN3CCN(C(=O)c4ccco4)CC3)c(C)o2)c1,-16,-8,-2,1,4,nt,2,-1
COc1cccc(NC(=O)CN(C)C(=O)CNC(=O)c2ccc3ccccc3c2)c1,-4,3,-3,1,-1,-3.7,0,-9
O=S(=O)(NCC1CCCO1)c1ccc(Br)cc1 (stereo not given),-16,nt,1,-10,2,nt,2,nt
CCC1CCCCN1C(=O)Nc1cccc(NC(=O)N2CCCCC2CC)c1 (stereo not given),nt,7,nt,4,-2,nt,-8,4
Cc1csc(NC(=O)Nc2cccc(Cl)c2)n1,nt,6,nt,-13,0,nt,-14,8
C[C@H](CO)N1C[C@H](C)[C@H](CN(C)C(=O)c2ccncc2)Oc2cc(C3=CCCC3)ccc2S1(=O)=O,-2,-3,1,13,0,-0.5,3,2[16.7 µM]
CC1CCCCN1C(=O)c1ccccc1OC1CCN(S(C)(=O)=O)CC1 (stereo not given),2,-13,-2,nt,nt,-1.9,nt,nt
CN(C)CC(=O)Nc1ccc2c(c1)[C@@H]1C[C@H](CC(=O)NCC3CC3)O[C@@H](CO)[C@@H]1O2,0,10,1,7,2,-0.6,-4,6[16.7 µM]
Cc1cccc(C)c1NC(=O)CN(C)C(=O)c1ccc(-c2cccc(C(F)(F)F)c2)o1,0,nt,3,-7,-4,9.0,3,nt
COc1ccc(-c2[nH]c(-c3ccccc3)nc2SCC(=O)NC2CCCC2)cc1,-17,-12,1,7,1,nt,-1,7
COc1ccccc1CN1C(=O)CN(C2CCCCCC2)C(=O)C1c1ccc(F)cc1 (stereo not given),nt,-30,nt,1,-7,nt,3,nt
C=CCNC(=S)NNC(=O)c1ccncc1,-15,3,-1,9,0,nt,-1,0
Cc1c(C(=O)N2CCC(C(N)=O)CC2)oc2ccc(Br)cc12,-4,nt,-6,0,0,nt,-4,0
CCc1ccccc1N(CC(=O)NC(C)(C)CC)C(=O)CCC(=O)Nc1nccs1,-9,-1,2,-1,-1,nt,1,1
C[C@H](CO)N1C[C@H](C)[C@H](CN(C)C(=O)C2CCCCC2)OCCCC[C@H](C)Oc2ccc(N(C)C)cc2C1=O,-6,14,4,1,1,0.2,-6,-13[16.7 µM]
Cc1cc(C)n2nc(C(=O)Nc3ccc4c(c3)OCCO4)nc2n1,-21,7,2,-5,1,nt,-1,-3
Cc1ccc(NC(=O)Cc2ccc3c(c2)CCCC3)cc1C,-4,-4,-1,6,5,nt,-1,-1
COc1ccc(NC(=O)CN(C)C(=O)c2c(-c3c(F)cccc3Cl)noc2C)cc1,-7,-3,0,-5,-2,0.6,1,-1
C/C(=N\NC(=O)c1nnn(-c2nonc2N)c1-c1ccccc1)c1ccco1,-12,nt,0,6,0,0.7,1,nt
Cc1cc(C(=O)N/N=C/c2cccc([N+](=O)[O-])c2)c(C)o1,nt,-2,nt,1,3,nt,5,-5
CC1COC(C)(CC(=O)NN2C(=O)c3ccccc3C2=O)O1 (stereo not given),3,-14,11,nt,nt,0.0,nt,nt
C[C@@H]1CN([C@@H](C)CO)C(=O)c2cc(NC(=O)CCCN(C)C)ccc2O[C@H]1CN(C)C(=O)NC1CCCCC1,-46,4,-4,-7,1,-0.1,2,-6[16.7 µM]
O=C(COc1ccc(Br)cc1CNC1CCCCC1)NCCc1ccccc1,0,-19,0,7,4,4.4,0,-6
CCC(C)N1C(=O)CN(C2CCCCCC2)C(=O)C1c1ccccc1F (stereo not given),-9,-1,-1,nt,nt,0.0,nt,nt
C[C@H](CO)N1C[C@H](C)[C@H](CN(C)C(=O)CN(C)C)Oc2cc(C#Cc3cccnc3)ccc2S1(=O)=O,-5,-3,2,5,-8,-0.1,60,-4[16.7 µM]
Cc1nnc(SCC(=O)NC2CCCCC2)[nH]c1=O,-8,nt,-3,2,3,-0.2,-1,nt
O=C(C1CCCC1)N1C[C@@H]2N[C@H](C1)C2c1ccc(-c2ccccc2F)cc1 (stereo not given in full),-22&35,-1&-2,1,nt,nt,0.2&0.3,nt,nt
Clc1ccc(CSc2nnc(-c3ccccn3)n2Cc2ccco2)cc1Cl,-24,-5,nt,10,-139,0.0,7,-3
CCCCNC(=O)CS(=O)Cc1nc(-c2cccs2)oc1C (stereo not given),-21,0,2,-11,8,nt,7,4
CS(=O)(=O)c1ccc(Cl)c(C(=O)OCC(=O)NC2CCCCCCC2)c1,-9,-3,-3,2,-2,nt,0,-7
Cc1ccc(C(=O)C2=C(O)C(=O)N(Cc3cccnc3)C2c2cccc([N+](=O)[O-])c2)o1 (stereo not given),-15,3,8,-8,0,nt,0,-7
CC(C)c1ccc(NC2CCCN(C(=O)CCN3Cc4ccccc4C3=O)C2)cc1 (stereo not given),3,-6,2,7,2,nt,0,-1
C=CCc1ccccc1Oc1cc(OC)nc(N)n1,2,nt,-1,-5,3,2.4,-1,-1
COc1cc(N)c(Cl)cc1C(=O)OCC(=O)c1ccc2c(c1)NC(=O)CO2,9,8,-1,-5,1,nt,0,2
COc1ccc(/C=N/N2C(=N)SCC2=O)cc1,-23,2,nt,-1,-8,1.3,-1,0
Cc1ccc(-c2cnc3c(c2)C(=O)N([C@H](C)CO)C[C@H](C)[C@@H](CN(C)Cc2ccccc2F)O3)cc1,-13&17&13,-8&3&-8,-5&1&1,-8&-2&-14,-5&4&0,0.1&-0.3,3&1&2,1
COc1ccc(S(=O)(=O)N(C)C[C@H]2Oc3ccc(NC(=O)Nc4ccccc4)cc3CC(=O)N([C@H](C)CO)C[C@H]2C)cc1,-21,-7,1,4,2,-0.1,1,-4[16.7 µM]
C[C@@H]1CCCCO[C@H](CN(C)C(=O)Cc2ccccc2)[C@@H](C)CN([C@@H](C)CO)C(=O)c2cc(NC(=O)c3ccncc3)ccc2O1,-9,-8,-2,5,4,2.5,-1,-1[16.7 µM]
O=C(CN(CC1CCCO1)C(=O)CCC(=O)Nc1nccs1)NCc1ccc2c(c1)OCO2 (stereo not given),nt,-2,nt,2,1,nt,-1,2

# Ordered by SMILES length (smallest number first): some entries from above.
SMILES,RAD52 inh,PGC1a acetyl inh,ERAP1 HTS inh,RAD54 inh,PglD inh,E-selectin induc,Cneo AK release,miR-122 sensor
C=CCc1ccccc1Oc1cc(OC)nc(N)n1,2,nt,-1,-5,3,2.4,-1,-1
CS(=O)(=O)c1ccc(Cl)c(C(=O)OCC(=O)NC2CCCCCCC2)c1,-9,-3,-3,2,-2,nt,0,-7
Cc1ccc(C(=O)C2=C(O)C(=O)N(Cc3cccnc3)C2c2cccc([N+](=O)[O-])c2)o1 (stereo not given),-15,3,8,-8,0,nt,0,-7
